Screening results: PubChem BioAssay, several laboratories
NR2E3 ag-1: activates human photoreceptor nuclear receptor NR2E3; Q9Y5X4; GST-NR2E3/biotin-RetCOR TR-FRET, 1536-well; inhibition of corepressor binding, % at 4.78 µM; hit rate 0.12% among 320,000; AID 2300;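 active = percent inhibition above the cutoff of mean plus 3 SD of all tested compounds, set per screening campaign, cut at about 20% in these data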;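 note: 0% = DMSO wells and 100% = biotin wells as full block of FRET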
Target sequence (Q9Y5X4 whole entry, looked up): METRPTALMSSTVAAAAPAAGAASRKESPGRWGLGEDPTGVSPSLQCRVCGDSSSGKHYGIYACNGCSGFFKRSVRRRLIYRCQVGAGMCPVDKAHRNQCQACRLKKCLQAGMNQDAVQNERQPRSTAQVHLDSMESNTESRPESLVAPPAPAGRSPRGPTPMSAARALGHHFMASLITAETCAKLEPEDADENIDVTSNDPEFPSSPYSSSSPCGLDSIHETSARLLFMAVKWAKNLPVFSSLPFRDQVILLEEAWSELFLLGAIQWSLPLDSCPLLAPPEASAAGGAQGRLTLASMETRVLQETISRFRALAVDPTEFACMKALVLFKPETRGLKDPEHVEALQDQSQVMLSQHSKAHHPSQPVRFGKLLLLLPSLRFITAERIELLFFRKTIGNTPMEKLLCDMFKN
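system = GST-tagged NR2E3 plus biotinylated RetCOR corepressor | input = 1.35 nM GST-NR2E3 | also added = 7 nM biotin-RetCOR | schedule = 5 h incubation at 4 °C | measured by = TR-FRET with europium anti-GST and streptavidin-D2, 340 nm excitation | read-out = percent loss of FRET ratio relative to control wells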
Shn3 3UTR inh: reduces Shn3 3'UTR luciferase signal in osteoblasts | Clone20 osteoblast Shn3 3'UTR firefly luciferase, 24 h | inhibition, % at 12.5 µM | hit rate 0.52% among 360,000 | AID 588674;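 active = mean inhibition of at least 75% with every replicate also reaching 75%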;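 note: 0% = median of neutral control wells and 100% = pilot-screen positive control compound; some compounds past the cut are filed as inactive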
aDG glyco act: alpha-DG glycosylation activation. activation, % at 10 µM. Pro5-aDG cells, alpha-DG glycosylation AlphaScreen (IIH6); 0% Pro5, 100% B10-LARGE cell signal. hit rate 0.22% among 360,000;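 active = activation of at least 8% versus controls, or a plate z-score of at least 8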;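 note: Pro5 are CHO cells carrying HIG-tagged alpha-DG that lacks glycosylation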
NR2E3 ag-2: human photoreceptor-specific nuclear receptor agonism; CHO-S Gal4-NCOR/VP16-NR2E3 two-hybrid, luciferase; inhibition of corepressor binding, % at 3.98 µM; Q9Y5X4; hit rate 0.35% among 360,000; AID 602229;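 active = inhibition above the mean of all tested compounds plus 3 SD, cut at about 70% in these data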;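 note: 0% = DMSO with NR2E3 transfected cells and 100% = cells lacking NR2E3 construct; higher means lower luciferase signal from less NR2E3 corepressor binding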
iPSC survival up: enhancers of human iPSC single-cell survival. hiPSC single-cell survival, ATPlite luminescence; 100% = ROCK inhibitor wells, 0% = DMSO. survival enhancement, % at 20 µM. hit rate 0.044% among 360,000; in the data active = survival enhancement above about 18%;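 note: cells exposed to compounds for 16 hours before the ATP read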
MITF TRPM1 inh: MITF TRPM1 promoter inhibition in SK-MEL-5 cells; SK-MEL-5 TRPM1 promoter luciferase, 24 h; inhibition, % at 12.5 µM; hit rate 0.83% among 330,000; AID 488899;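 active = mean inhibition across replicates of 60% or more, whatever share of single replicates reaches that level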; note: values of inactives mirror those of a sister screen read the other way
KKLEB cytotox: CF airway cell cytotoxicity counter-screen; KKLEB CF airway cells viability, ATPlite luminescence, overnight; active compounds read low; cells stimulated with P. aeruginosa culture filtrate; activity change (cytotoxicity), % at 5 µM; hit rate 0.36% among 360,000; AID 602141;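 active = corrected activity change at or below -50% at 5 µM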
Peg3 promoter: Peg3 promoter activity inhibition | inhibition, % at 20 µM | HeLa PEG-Prom luciferase reporter, luminescence, overnight | hit rate 1.7% among 360,000;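 active = inhibition of at least 50% at 20 µM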
CF NFkB inh: cystic fibrosis NF-kB activation inhibition. AID 588850. hit rate 0.86% among 360,000. KKLEB NF-kB-GFP reporter, PAF-induced, GFP fluorescence overnight. inhibition, % at 5 µM;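 active = at least 50% inhibition at 5 µM, scaled per plate between neutral and stimulator controls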;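 note: PAF is a Pseudomonas aeruginosa culture filtrate used as stimulus; plate controls were PAF-stimulated DMSO wells for no effect and unstimulated DMSO wells for full effect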
TWEAK-Fn14 inh: TWEAK-Fn14 signaling inhibition; AID 1159606; TWEAK-stimulated Fn14 reporter cells, luciferase luminescence, 8 h; inhibition, % at 10 µM; hit rate 2% among 360,000; in the data active = inhibition above about 50%
HIF-2a inh: inhibitors of HIF-2a; 786-0 RCC cells HIF-2a reporter, luciferase luminescence, overnight; inhibition, % at 18.8 µM; hit rate 0.72% among 360,000; AID 624352;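 active = inhibition of the luminescence signal of 40% or more relative to plate controls, in a single-dose primary screen at 18.75 µM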
* marks the source's active call; other numbers are inactive results; x = not tested or not shown.

SMILES | NR2E3 ag-1 | Shn3 3UTR inh | aDG glyco act | NR2E3 ag-2 | iPSC survival up | MITF TRPM1 inh | KKLEB cytotox | Peg3 promoter | CF NFkB inh | TWEAK-Fn14 inh | HIF-2a inh
CCC1(CC)C(=O)N(c2ccccc2)C(=N)N(c2ccccc2)C1=O | x | -17 | 0.2 | 14 | -2.4 | -4 | -1 | 13 | -4 | 10 | -3
CC[C@]1(C(=O)OC)[C@H]2C(=O)N(C)C(=O)[C@H]2[C@H]2CN=C(SCc3ccc(C(=O)OC)cc3)N21 | x | -6 | 5.9* | -50 | 0.5 | 4 | 2 | -1 | -3 | 18 | 2
CC(CNCCCn1cnc2c(OCc3ccccc3)ncnc21)c1ccccc1 (centres undefined) | x | -17 | 0.7 | 0 | -1.4 | 55 | -8 | -3 | 4 | 4 | -17
COc1cccc(NC(=S)NCCc2ccccn2)c1 | 1 | -19 | 1.0 | 22 | 2.8 | -2 | 0 | -21 | 7 | 5 | -53
Cn1c(=O)c2c(nc(SCC(=O)NC34CC5CC(CC(C5)C3)C4)n2C)n(C)c1=O | 3 | -3 | 0.1 | -13 | 1.0 | -9 | 1 | 10 | -4 | -11 | -9
C(=NNc1nnn(Cc2ccccc2)n1)c1ccccc1 | x | 15 | 0.2 | -27 | -1.4 | x | -10 | 16 | 18 | 9 | 4
O=C1Nc2ccccc2N(C(=O)c2ccc(-c3ccccc3)cc2)C1c1nc2ccccc2[nH]1 (centres undefined) | x | x | 0.3 | -70 | -1.8 | x | x | x | x | 50 | -199
CCOC(=O)c1ccc(-n2c(CCC(=O)O)ccc2-c2ccccc2)cc1 | -2 | 0 | -0.2 | 11 | -0.5 | 5 | 11 | 3 | -10 | 0 | 11
COCCNc1nc(-c2cc(C)c(C)cc2C)cs1 | 0 | 8 | 0.1 | -24 | 1.2 | -12 | 21 | -117 | -10 | -6 | -91
CCN(CC)C(=O)Cn1c(=O)c2ccccc2n2c(=S)sc(-c3cccc(C)c3)c12 | 0 | -10 | -0.1 | 9 | 0.6 | 22 | -24 | -2 | 5 | 1 | -5
O=C(COC(=O)c1ccc(CN2CCCC2=O)cc1)Nc1ccc(F)cc1 | 1 | -11 | 0.1 | 14 | -0.4 | -9 | -1 | -41 | 21 | -7 | -29
CCCOC1CCCN(Cc2cn(C)nc2-c2ccccc2F)C1 (centres undefined) | -2 | -1 | 0.0 | -19 | -0.6 | 1 | -2 | 26 | 4 | -5 | 8
CCOc1ccc(C(=O)NCC(=O)Nc2ccncc2)cc1OCC | -3 | 7 | 0.2 | -1 | -0.3 | -3 | -6 | 4 | -9 | 3 | 18
CCOc1ccc2nc(SCc3ccccc3C#N)sc2c1 | -1 | -85 | 0.0 | -117 | -1.4 | -92 | 9 | -247 | -32 | -31 | -304
CCN1C(=O)c2cccc3c(NS(=O)(=O)c4ccc(NC(C)=O)cc4)ccc1c23 | -2 | 34 | -0.3 | 1 | 0.2 | 5 | -7 | 12 | -64 | -1 | -1
COc1cc(/C=C/C(=O)Nc2ccc3nc4n(c(=O)c3c2)CCCC4)cc(OC)c1OC | 8 | 8 | 1.0 | -43 | 2.1 | 19 | -12 | 19 | 3 | 38 | 15
COc1ccc(C(=O)N/N=C(/C)c2cccc(NC(=O)C(F)(F)F)c2)cc1 | 5 | -66 | 0.1 | -53 | -1.2 | -42 | 4 | -172 | -7 | -7 | -126
COC(=O)c1ccc2nc(-c3ccc(Cl)cc3)c(Cc3ccccc3OC)n2c1 | x | -8 | -0.1 | -29 | -0.5 | x | -4 | -46 | -13 | 38 | -65
COc1ccc(C(C)=O)cc1CSCC(=O)O | -4 | 10 | 0.1 | -1 | -2.2 | 8 | 3 | 3 | -15 | -3 | 16
CCN(CC)Cc1cc2[nH]c3c4ccc(Cl)cc4ncc3c2cc1OC | x | 4 | 0.3 | -14 | -0.6 | 10 | 3 | -6 | -19 | -12 | 16
CCOc1ccc(C(=O)Nc2sc3c(c2C(=O)OC)CC(C)(C)NC3(C)C)cc1 | -3 | 14 | 0.6 | -19 | -3.7 | 28 | -40 | 79* | 30 | -41 | 2
COc1cc(NC(=O)/C=C/c2ccccc2[N+](=O)[O-])cc(OC)c1 | 2 | -6 | -0.2 | -20 | 0.3 | -17 | -1 | -66 | -10 | -6 | -94
COc1ccc(/C=C(\NC(=O)c2ccccc2)C(=O)N/N=C/c2cccnc2)cc1 | -1 | -7 | -0.2 | -19 | -0.1 | -1 | 3 | 4 | -10 | 6 | 9
CCN(c1ccccc1)S(=O)(=O)c1ccc(N2CCN(c3ccc(O)cc3)CC2)nc1 | x | 28 | 0.7 | 19 | -2.8 | 17 | 1 | 26 | 8 | 11 | -5
Cc1ccc(C)c(NC(=S)N2CCN(S(=O)(=O)c3ccccc3)CC2)c1 | x | -1 | 0.4 | 15 | -0.4 | 16 | -5 | 26 | -3 | -2 | 19
CC1CCN(c2nc(-c3ccc(F)cc3)cc(C(F)(F)F)n2)CC1 | 3 | -3 | -0.1 | 3 | -1.5 | 14 | 3 | -9 | 8 | -1 | 3
CCOc1ccccc1C(=O)N/N=C/c1ccoc1 | x | -4 | 0.0 | -36 | -0.3 | 20 | 7 | 7 | -1 | -13 | 16
Cc1cccc(C(=O)N2CCC(=O)N([C@H](COCc3cccc(C(F)(F)F)c3)Cc3ccccc3)CC2)c1 | x | x | 0.2 | 7 | -0.5 | x | x | x | x | -8 | 4
O=C1COc2ccc(C(=O)COC(=O)c3c(F)cccc3Cl)cc2N1 | -4 | -4 | 0.1 | -20 | 0.6 | -14 | -14 | -12 | 22 | -10 | -12
CCOC(=O)N1CCN(C(=O)c2cccc(OC)c2O)CC1 | -2 | -1 | -0.3 | 2 | 2.8 | 2 | 5 | 7 | 6 | 0 | 6
COc1ccc(Nc2ccccc2C(=O)O)cc1 | -3 | -2 | 0.0 | -35 | 2.5 | -3 | 10 | -33 | 1 | -2 | -54
CC(=C\C(=O)O)/C(=C\c1cccc2ccccc12)C(=O)O | -3 | x | -0.2 | -128 | -0.3 | -9 | -6 | -53 | -17 | -2 | -91
Cc1ccc(C)c(S(=O)(=O)NCCN2CCOCC2)c1 | 0 | -3 | 0.0 | 3 | 0.0 | 10 | -7 | 8 | 16 | 30 | 4
Cc1ccc(N(C(=O)c2cccs2)C2C=CS(=O)(=O)C2)cc1 (centres undefined) | 1 | -8 | 0.1 | 6 | 3.3 | -11 | 5 | -4 | -7 | -3 | 0
CC(C)COP(=O)(CNC(=O)CN1C(=O)c2ccccc2S1(=O)=O)OCC(C)C | -2 | -12 | 0.0 | -17 | 0.9 | -7 | 0 | 5 | 4 | -4 | -2
O=C(NCC1CCCN(Cc2cccc(C(F)(F)F)c2)C1)c1ccc(F)cc1 (centres undefined) | -5 | 14 | -0.1 | 11 | 0.5 | 1 | -5 | 13 | 2 | -11 | 6
O=C(Cn1cccn1)N1CCCC(N2CCN(c3cccc(C(F)(F)F)c3)CC2)C1 (centres undefined) | x | -9 | 0.2 | 30 | -0.2 | 10 | 12 | 9 | -7 | -12 | -23
O=C(COC(=O)c1cnccn1)NCc1ccc(Cl)cc1 | 6 | -2 | 0.0 | -15 | 0.7 | 1 | -7 | 2 | 17 | -25 | 11
CCOC(=O)Nc1ccc(S(=O)(=O)Nc2nccc(C)n2)cc1 | 0 | 4 | 0.0 | 11 | 1.1 | 2 | 1 | 13 | 6 | 1 | 11
CCOC(=O)CCNC(=O)N1CCC(CCC(=O)NCc2ccc(F)cc2)CC1 | 1 | 4 | 0.1 | 7 | 0.7 | -2 | 2 | 12 | -4 | -3 | 23
CCOC(=O)C1=C(C)NC(=O)NC1c1cccc(O)c1 (centres undefined) | 3 | 0 | -0.2 | 12 | 0.3 | 7 | -2 | 12 | 6 | 4 | 2
S=c1[nH]cnc2sc(-c3ccccc3)cc12 | 2 | -20 | 0.6 | 41 | 0.8 | -51 | -7 | -211 | -2 | -16 | -242
COC(=O)c1ccc(NC(=O)C(=O)c2c[nH]c3ccccc23)cc1 | -3 | -27 | 0.0 | -25 | -0.3 | -34 | -4 | -134 | 0 | -12 | -179
O=C(Nc1ccc(F)cc1)c1ccc(Br)c(S(=O)(=O)N2CCOCC2)c1 | 0 | 27 | 0.0 | 2 | 0.8 | 19 | 1 | -18 | -5 | -9 | -14
CC(C)c1ccc(NC(=O)C2(C)Cc3c(-c4ccccc4)ccnc3O2)cc1 (centres undefined) | x | 5 | 0.1 | -26 | 5.3 | x | 3 | 22 | -32 | -14 | 15
COc1ccc(-c2noc(CNC(=O)C(C)Oc3ccccc3)n2)cc1 (centres undefined) | 5 | -3 | -0.2 | 14 | -0.1 | 1 | -1 | -21 | -9 | -2 | 1
COc1ccc(/C=C2\SC(=O)N=C2N)cc1 | -3 | 8 | 0.0 | -16 | 0.7 | -8 | -16 | -28 | 16 | 17 | 15
CCOC(=O)c1ccc(NC(=O)CCNS(=O)(=O)c2cc(Br)cnc2N)cc1 | -2 | -7 | -0.2 | -25 | -0.1 | -3 | 11 | 8 | -6 | 6 | -8
Cc1c(C(=O)N(CC(C)C)c2c(N)n(Cc3ccccc3)c(=O)[nH]c2=O)sc2nc3n(c(=O)c12)CCC3 | 0 | 5 | 0.4 | -7 | 0.1 | 4 | 10 | 7 | -10 | -13 | 1
Cc1ccccc1CNC(=O)CCC(=O)N1CCOc2ccc(Cl)cc21 | -2 | -4 | -0.3 | 17 | 2.8 | x | 8 | -9 | -27 | -6 | -6
Further records.
SMILES | NR2E3 ag-1 | Shn3 3UTR inh | aDG glyco act | NR2E3 ag-2 | iPSC survival up | MITF TRPM1 inh | KKLEB cytotox | Peg3 promoter | CF NFkB inh | TWEAK-Fn14 inh | HIF-2a inh
CCCCCC(=O)Nc1nnc(CCc2ccccc2)s1 | 3 | 4 | -0.1 | -51 | -0.2 | -6 | -7 | -2 | 5 | -4 | -2
COc1ccc(N(CC(=O)Nc2cc(Cl)ccc2OC)S(=O)(=O)c2c(C)noc2C)cc1 | -3 | 33 | -0.1 | -115 | -3.0 | 29 | -16 | 38 | 32 | 29 | 17
CNc1ccccc1C(C)(C)c1cc(-c2cccc([N+](=O)[O-])c2)no1 | 6 | -11 | -0.2 | -14 | -1.2 | 8 | -14 | 17 | 7 | -19 | 22
Cc1ccc(SCC(=O)NC(=O)NCc2ccco2)c(C)c1 | 0 | -14 | 0.1 | -16 | 0.1 | 9 | -8 | 3 | -21 | 11 | 5
CCn1c(CCNC(=O)c2ccccc2Cl)n[nH]c1=S | 3 | -5 | -0.1 | 3 | 0.5 | 10 | -2 | -8 | -10 | 2 | 7
COc1ccc(NC(=O)CSCC(=O)Nc2nnc(C)s2)cc1 | 2 | -5 | -0.2 | 12 | -0.5 | -3 | 8 | 1 | -4 | -2 | 6
